Bioassay records: PubChem, several laboratories
Vif inh = HIV Vif self-association inhibitors, primary screen, imaging, HEK293T, single point; HEK293T cells, Vif self-association by quenched fluorescence, 24 h; inhibition, % at 7.49 µM; actives 0.35% (n = 340,000); AID 602346, 2012; in the data active = inhibition above about 50%, passing the limit was not always enough; inconclusive = no clear call, values can overlap the other calls; inactive = below about 31%; note: some results filed as inactive read as strong as hits
iPSC survival up = enhancers of single-cell hiPSC survival, primary screen, ATPlite luminescence; actives 0.044% (n = 360,000); survival enhancement, % at 20 µM; 100% = ROCK inhibitor wells, 0% = DMSO; AID 602274, 2012; in the data active = survival enhancement above about 18%;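 note: cells exposed to compounds for 16 hours before the ATP read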
Exocytosis inh = LAMP-1 surface exposure blockers, TALL-104 cells – cell-based, flow cytometry, MLPCN library, primary screen | TALL-104 LAMP-1 surface exposure; cells stimulated with thapsigargin and PMA | inhibition, % at 10 µM | actives 0.66% (n = 360,000);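 active = inhibition above about 55%, limit read from the data; inconclusive = no clear call, values can overlap the other calls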
ABCB6 inh 2 = ABCB6 transporter inhibitors, primary screen, K562-ABCB6 cells, flow cytometry, MLPCN library; ATP-binding cassette sub-family B member 6 (Homo sapiens), Q9NP58; fluorescence ratio to DMSO, % at 10 µM; AID 602162, 2011; K562-ABCB6 porphyrin accumulation, 1 h; active compounds read low; actives 0.19% (n = 360,000);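 active = fluorescence ratio to DMSO below 75%, the collection mean minus 3 SD; inconclusive = too few cells collected in the well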;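 note: signal is porphyrin accumulated inside mitochondria; 100% equals median channel fluorescence of DMSO control wells; lower ratio means ABCB6 inhibition with less porphyrin fluorescence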
PDI turbidity = inhibitors of human PDI, primary screen, biochemical, turbidity, single point, plate reader; Protein disulfide-isomerase (Homo sapiens), P07237; PDI insulin aggregation turbidity, A650, 90 min; inhibition, % at 10 µM; actives 0.052% (n = 350,000); AID 588391, 2011;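 active = mean inhibition across replicates of 30% or more, whatever share of single replicates reach that level; inconclusive = mean inhibition below 30% while every single replicate reaches 30%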;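 note: absorbance from insulin aggregation driven by PDI reduction with DTT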
Target sequence (P07237 whole entry, looked up): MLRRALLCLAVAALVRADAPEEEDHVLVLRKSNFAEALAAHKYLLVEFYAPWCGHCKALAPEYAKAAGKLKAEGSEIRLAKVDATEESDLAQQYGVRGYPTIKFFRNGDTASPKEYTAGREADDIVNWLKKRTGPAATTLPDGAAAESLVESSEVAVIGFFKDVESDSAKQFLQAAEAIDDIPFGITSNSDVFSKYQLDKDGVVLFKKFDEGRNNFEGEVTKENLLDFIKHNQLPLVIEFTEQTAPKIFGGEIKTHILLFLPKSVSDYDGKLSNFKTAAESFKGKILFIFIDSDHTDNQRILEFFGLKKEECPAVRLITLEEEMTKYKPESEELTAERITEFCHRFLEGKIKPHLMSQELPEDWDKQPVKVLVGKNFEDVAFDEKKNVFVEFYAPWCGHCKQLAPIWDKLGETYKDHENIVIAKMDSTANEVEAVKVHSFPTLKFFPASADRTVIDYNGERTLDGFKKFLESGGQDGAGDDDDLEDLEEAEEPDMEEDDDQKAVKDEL
aDG glyco act = activators of alpha-DG glycosylation, primary screen, uHTS, Pro5-aDG cells, AlphaScreen | alpha-DG glycosylation AlphaScreen (IIH6); 0% Pro5, 100% B10-LARGE cell signal | activation, % at 10 µM | actives 0.22% (n = 360,000) | AID 624168, 2012;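 active = activation of at least 8% versus controls, or a plate z-score of at least 8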;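 note: Pro5 are CHO cells carrying HIG-tagged alpha-DG that lacks glycosylation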
H9c2 protect = cardioprotection against H2O2-induced cell death, primary screen, uHTS, H9c2 cells, ATPLite luminescence; H9c2 cardiomyocytes, H2O2 injury protection, 2 h; AID 588492, 2011; actives 0.63% (n = 360,000); protection from H2O2 cell death, % at 20 µM;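 active = compounds giving at least 50% protection of heart cells from peroxide-induced death in the single-dose screen, raw or plate-pattern-corrected value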;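 note: 0% = DMSO wells with peroxide and 100% = DMSO wells without peroxide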
N-glyco inh = increase of ERlucT glycosylation luciferase signal, primary screen, N-linked glycosylation inhibitor project, D54 ERlucT cells, luminescence, set 2 | reporter increase, % at 12.5 µM | D54 ERlucT glycosylation luciferase reporter, 24 h; percent of 100 nM tunicamycin response | actives 0.23% (n = 360,000);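 active = mean luciferase reporter signal, scaled so untreated is 0 and the glycosylation-blocking control 100, at or above a set limit in every replicate; inconclusive = mean reaches the limit but not every replicate does; inactive = mean below the limit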;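 note: luciferase carries N-glycosylation sites so blocking glycosylation raises the light; 0% = median of neutral control wells and 100% = median of 100 nM tunicamycin wells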
CaV13 ICDI inh = Primary screen for inhibitors of IQ motif and Ca2+-dependent inactivation inhibitor domain binding in CACNA1D, Förster resonance energy transfer in living cells, …; AID 743397; inhibition, % at 12.3 µM; HEK cells, CFP/YFP FRET ICDI-IQ, plate reader, 10 min; percent FRET-ratio fall versus neutral wells; actives 0.098% (n = 340,000);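 active = mean replicate inhibition of at least 30% and at least 1% of replicates passing that level; inconclusive = only one of the two criteria is met; inactive = neither criterion is met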;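 note: 0% = median of the neutral control wells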
HTR2A ag = mouse Htr2a agonists via beta-arrestin recruitment, primary screen, cell-based, luminescence. activation, % at 7.6 µM. 5-hydroxytryptamine receptor 2A (Mus musculus), P35363. actives 0.66% (n = 360,000). CHO-K1 mHTR2A beta-arrestin complementation; percent of 30 µM serotonin response;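 active = activation above a run cutoff, the mean activation of all tested compounds plus 3 SD, cut at about 14% in these data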;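 note: 0% = plate median of compound wells and 100% = 30 µM serotonin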
Target sequence (P35363 whole entry, looked up): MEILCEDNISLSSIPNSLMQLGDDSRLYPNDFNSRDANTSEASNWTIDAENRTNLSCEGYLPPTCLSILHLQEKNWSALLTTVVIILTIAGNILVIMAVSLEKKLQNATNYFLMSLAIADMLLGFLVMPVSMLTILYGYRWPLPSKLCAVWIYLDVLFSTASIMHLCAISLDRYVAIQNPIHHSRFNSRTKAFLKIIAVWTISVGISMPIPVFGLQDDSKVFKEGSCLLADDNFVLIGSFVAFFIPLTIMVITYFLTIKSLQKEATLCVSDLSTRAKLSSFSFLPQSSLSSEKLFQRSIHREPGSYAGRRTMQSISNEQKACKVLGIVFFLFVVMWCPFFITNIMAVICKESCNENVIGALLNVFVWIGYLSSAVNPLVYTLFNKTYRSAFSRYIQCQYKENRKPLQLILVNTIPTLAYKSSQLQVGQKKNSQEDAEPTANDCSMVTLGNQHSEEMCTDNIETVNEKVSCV
* marks the source's active call; other numbers are inactive results; u = inconclusive; x = no result given.

SMILES	Vif inh	iPSC survival up	Exocytosis inh	ABCB6 inh 2	PDI turbidity	aDG glyco act	H9c2 protect	N-glyco inh	CaV13 ICDI inh	HTR2A ag
O=C(C[C@H]1C/C=C\C[C@H](Cc2ccc(F)cc2)C(=O)O[C@@H](c2ccccc2)CNC1=O)N[C@@H](CO)Cc1ccccc1	1	1.1	56*	91	3	-0.1	9	23	-3	0
COC(=O)C1=C(N)Oc2cc(C)n(Cc3cccnc3)c(=O)c2C1c1cccc(OC)c1OC (centres undefined)	-9	4.7	8	107	3	0.0	9	0	x	10
COc1ccc(-n2c3c(cc(C(=O)Nc4ccc(C)cc4)c2=O)C(=O)CCC3)cc1	7	0.4	-3	97	-20	-0.2	-4	0	0	7
COC(=O)[C@]12CCCCC=C1N(CCC1=CCCCC1)C(=O)[C@H](CC(=O)NCc1cccs1)C2	x	1.7	-6	102	x	-0.2	x	x	-5	0
O=C(NC1CCS(=O)(=O)C1)N1CCCCC1 (centres undefined)	x	0.5	0	89	16	-0.1	0	-1	-4	1
CCS(=O)(=O)c1ccc(O)c(NC(=O)COc2ccc(Cl)cc2)c1	17	-0.4	-4	108	2	-0.4	-6	0	-2	-3
CCOc1cc(C(=O)Nc2cc(C(=O)OC)ccc2C)ccc1OCC(=O)N1CCOCC1	9	-0.1	-6	98	8	2.5	4	-1	-5	3
O=C(COc1ccc(C(=S)N2CCCC2)cc1)Nc1ccc(F)cc1	5	-0.4	-6	97	6	-0.1	-2	9	x	-3
COc1ccccc1NC(=O)C(=O)N1N=C(C(C)C)CC1(O)C(F)(F)F (centres undefined)	1	-0.6	0	100	0	0.3	0	-1	-6	-2
CN(C(=O)COC(=O)C1(C)CC1(Cl)Cl)c1c(N)n(Cc2ccccc2)c(=O)[nH]c1=O (centres undefined)	u	-0.4	2	96	-5	0.3	12	1	-6	0
CCCCOc1ccc(C(=O)NN2CCN(C)CC2)cc1	0	-0.5	-7	94	-1	-0.2	0	-1	-3	-4
O=C(c1cccc([N+](=O)[O-])c1)N1CCN(c2ccc(Cl)cc2)CC1	1	1.0	11	100	4	0.6	3	1	-2	2
Cc1nc(N2CCOCC2)c2c(C)c(C(=O)Nc3ccc(F)cc3F)sc2n1	0	-0.4	4	95	1	-0.3	16	-4	-17	2
CC1(CC(=O)O)C(=O)N=C2C=CC=CN21 (centres undefined)	-15	2.9	-1	100	-1	0.0	2	3	-7	3
O=C(O)/C=C/C(=O)NCc1csc2ccccc12	19	0.4	2	101	-4	-0.1	2	0	7	-4
O=C(CNC(=O)c1ccccc1)OC(C(=O)c1ccccc1)c1ccccc1 (centres undefined)	8	-0.5	0	102	3	0.1	0	-1	-16	-6
CCc1ccc(C(=O)Nc2cccnc2Oc2ccc(Cl)cc2)cc1	-15	0.8	-6	99	0	0.2	-16	2	3	3
CCOC(=O)/C(=C/c1ccc(N2CCC(c3ccccc3)=N2)cc1)C(C)=O	-15	-2.0	5	232	0	0.4	-13	-23	x	-1
CN(C)c1ccc(CN2CCC(C(=O)NC(c3ccc(Cl)cc3)c3cnccn3)CC2)cc1 (centres undefined)	3	-1.5	2	99	7	0.0	2	-1	-6	2
Cc1cc(C)c2[nH]c(O)c(N=NC3=NC(=O)CS3)c2c1	-3	-0.2	0	103	-2	0.0	8	5	-14	-4
CCN1CCN(C(CNS(=O)(=O)c2ccc(F)cc2)c2cccnc2)CC1 (centres undefined)	-2	0.3	-3	97	-7	-0.4	0	-2	x	-7
COC(=O)CSc1nc2cc3c(cc2cc1C)OCCO3	4	-0.5	0	101	13	0.3	1	0	x	-1
Cc1ccc(NC(=O)CSc2nc3ccccc3c(=O)n2CCCC(=O)NCCCN2CCOCC2)cc1C	15	-0.2	42	88	13	0.1	4	-3	10	-8
COc1ccc(NC(=O)CN(C)C(C)C(=O)NC(=O)NC2CCCCC2)cc1 (centres undefined)	-16	1.1	-5	110	-8	-0.1	-7	1	-7	-3
COc1ccc(-n2ncc3c(SCC(=O)NNC(C)=O)ncnc32)cc1	-12	-0.5	0	91	4	0.3	-7	-1	-4	5
Cc1cc(C)nc(Nc2n[nH]c(COc3ccccc3)n2)n1	-4	-0.3	-2	95	-3	0.1	2	1	-4	2
CC(=O)Nc1ccc(S(=O)(=O)N(CCO)Cc2ccccc2)cc1	0	0.2	8	102	-2	-0.1	1	0	-5	1
Cc1cc(C)cc(NC(=S)N2CCCC2)c1	-2	-0.4	-3	101	-24	0.1	2	-1	x	-1
CC1(C)CC(O)(CCNCc2ccc3c(c2)OCO3)CCO1 (centres undefined)	0	3.0	0	99	1	0.0	19	2	-5	-2
Cc1oncc1C(=O)NC1CCCCC1	u	0.0	-2	101	2	0.1	0	1	-2	3

Some of the entries so far, field by field.
CCCCOc1ccc(C(=O)NN2CCN(C)CC2)cc1
  Vif inh: 0; iPSC survival up: -0.5; Exocytosis inh: -7; ABCB6 inh 2: 94; PDI turbidity: -1; aDG glyco act: -0.2; H9c2 protect: 0; N-glyco inh: -1; CaV13 ICDI inh: -3; HTR2A ag: -4

Cc1oncc1C(=O)NC1CCCCC1
  Vif inh: u; iPSC survival up: 0.0; Exocytosis inh: -2; ABCB6 inh 2: 101; PDI turbidity: 2; aDG glyco act: 0.1; H9c2 protect: 0; N-glyco inh: 1; CaV13 ICDI inh: -2; HTR2A ag: 3

Next part.
SMILES	Vif inh	iPSC survival up	Exocytosis inh	ABCB6 inh 2	PDI turbidity	aDG glyco act	H9c2 protect	N-glyco inh	CaV13 ICDI inh	HTR2A ag
Cc1nn2c(NCCOCCO)c3c(nc2c1-c1ccccc1)CCCC3	1	2.7	-5	93	2	-0.2	3	6	x	-2
CC1=C(OC(=O)C(C)(C)C)C(C)(C)C(c2ccccc2)OC1=O (centres undefined)	5	-1.1	7	105	1	0.1	2	-2	-4	-2
O=C(Nc1c(C(=O)N2CCOCC2)oc2ccccc12)c1ccccc1Cl	4	-0.3	-1	100	-9	-0.1	0	-1	-7	-5
CC(C)Oc1ccc(C(=O)Nc2ccc(Cl)c(S(=O)(=O)Nc3ccc(Cl)cc3)c2)cc1	0	-0.1	38	103	9	1.4	-13	-11	-4	0
O=C(Nn1cnc2ccccc2c1=O)c1ccc(Br)cc1	1	0.5	-1	94	11	-0.1	-4	2	-19	1
CS(=O)(=O)c1ccc(C(=O)OCC(=O)Nc2cccc(S(=O)(=O)N3CCCC3)c2)cc1	8	0.2	-1	100	-4	-0.2	-2	-1	-5	-5
O=C(O)CCN1C(=O)/C(=C\c2ccncc2)SC1=S	5	0.2	-3	99	-2	0.2	2	1	14	-2
CCC1S/C(=N/N=C/c2ccco2)N(c2ccc(F)cc2)C1=O (centres undefined)	-5	0.5	6	98	10	-0.1	2	1	-3	-3
O=C(Nc1ccc(F)cc1)c1cc(S(=O)(=O)N2CCOCC2)cs1	2	0.3	-1	93	4	0.2	-6	1	x	-2
COc1ccc(OC)c(NC(=O)c2cnc3n(c2=O)CCS3)c1	4	-1.2	-3	97	-1	-0.1	0	9	-6	0
O=C(O)CSc1nnc(-c2ccccc2O)n1Cc1ccccc1	14	0.0	-1	99	-7	83*	6	-1	-4	7
O=C(COc1ccc(S(=O)(=O)N2CCCC2)cc1Cl)Nc1ccc2c(c1)OCO2	-3	-0.3	0	99	2	-0.1	3	-4	x	6
O=C(c1ccc(-n2cnnn2)cc1)N1CCN(C(c2ccccc2)c2ccccc2)CC1	15	-0.4	0	98	-1	-0.1	-8	-3	x	0
O=C(N/N=C/c1sc(N2CCCCC2)nc1-c1cccs1)C1CC1	-10	-1.0	-1	112	-7	-0.4	-3	-2	-16	0
C=C1N(CCCCCC(=O)O)C(=O)OC12CCCCC2	4	3.4	-2	98	-2	-0.3	3	0	-6	0
Cc1nc2ccc(S(=O)(=O)NCC(=O)NCCc3ccc(Cl)cc3)cc2s1	-6	0.4	-1	99	4	-0.2	-4	2	-2	-3
CCCc1cc(=O)oc2cc(OCC(=O)NC3CC(C)(C)NC(C)(C)C3)ccc12	-3	-0.4	0	100	3	0.0	2	0	-3	-1
O=C(CN1C(=O)NC(CCc2ccccc2)C1=O)Nc1ccccc1C(F)(F)F (centres undefined)	-2	0.7	-4	99	-13	0.0	-4	2	-3	-5
CCc1cc(C(=O)Nc2ccc(S(=O)(=O)NC3=NCCCCC3)cc2)sc1C	4	-0.2	4	97	3	0.3	-7	-4	-6	-2
O=C(NC1CCCCC1)C(c1ccnc2ccccc12)n1c(=O)c(-c2ccco2)nc2ccccc21 (centres undefined)	x	x	-4	x	x	-0.3	x	x	-6	4
CCOc1cccc(-c2nc3c(s2)CCc2onc(-c4cccc([N+](=O)[O-])c4)c2-3)c1	2	6.2	-3	102	4	0.0	-8	3	-10	0
COc1ccnc(N=CNOCc2ccc(F)cc2Cl)c1C#N	-5	-1.7	-1	94	u	0.7	19	-3	-7	4
Nc1c(C(=O)CSc2nnc(-c3ccccc3)o2)c(=O)[nH]c(=O)n1C1CC1	2	2.4	7	97	0	-0.2	0	2	-4	2
COc1ccc(/C=C/C(=O)N2CCOCC2)cc1OC	-6	-0.8	-10	99	11	0.0	-2	-1	19	4
CCCC1(c2ccccc2)NC(=O)NC1=O (centres undefined)	10	-0.5	0	98	2	-0.1	-1	-2	-4	10
CC(C)C(c1nnnn1Cc1cccs1)N1CCN(C(=O)c2ccco2)CC1 (centres undefined)	0	0.9	-1	97	0	-0.1	10	1	-5	1

Retrieved by compound from above:
SMILES	Vif inh	iPSC survival up	Exocytosis inh	ABCB6 inh 2	PDI turbidity	aDG glyco act	H9c2 protect	N-glyco inh	CaV13 ICDI inh	HTR2A ag
CCc1cc(C(=O)Nc2ccc(S(=O)(=O)NC3=NCCCCC3)cc2)sc1C	4	-0.2	4	97	3	0.3	-7	-4	-6	-2
O=C(NC1CCCCC1)C(c1ccnc2ccccc12)n1c(=O)c(-c2ccco2)nc2ccccc21 (centres undefined)	x	x	-4	x	x	-0.3	x	x	-6	4
O=C(Nc1c(C(=O)N2CCOCC2)oc2ccccc12)c1ccccc1Cl	4	-0.3	-1	100	-9	-0.1	0	-1	-7	-5
Cc1ccc(NC(=O)CSc2nc3ccccc3c(=O)n2CCCC(=O)NCCCN2CCOCC2)cc1C	15	-0.2	42	88	13	0.1	4	-3	10	-8
CC1=C(OC(=O)C(C)(C)C)C(C)(C)C(c2ccccc2)OC1=O (centres undefined)	5	-1.1	7	105	1	0.1	2	-2	-4	-2
CCOC(=O)/C(=C/c1ccc(N2CCC(c3ccccc3)=N2)cc1)C(C)=O	-15	-2.0	5	232	0	0.4	-13	-23	x	-1
O=C(COc1ccc(S(=O)(=O)N2CCCC2)cc1Cl)Nc1ccc2c(c1)OCO2	-3	-0.3	0	99	2	-0.1	3	-4	x	6
